Screens deposited in PubChem BioAssay by Southern Research Specialized Biocontainment Screening Center.
inhibitors of VEEV: inhibitors of VEEV TC-83 cytopathic effect, confirmation, Vero cells (AID 588727); Vero cells, VEEV TC-83 cytopathic effect inhibition; higher % means a stronger effect; inhibition, % at 20 µM; hits with a dose series show IC50 in µM; hit rate 0.13% among 350,000; in the data active = a potency from the dose series; inconclusive = inhibition mostly from about 14% at the one dose, without a potency; inactive = the rest, 99 in 100 with inhibition below about 12%; note: strong numbers were not always called active
Active calls of the source: *; i = inactive; ? = inconclusive.

molecule,inhibitors of VEEV
CCN1C(=O)[C@H]2[C@@H](c3ccc(C)cc3)N[C@]3(CCCN(Cc4ccccc4)C3=O)[C@H]2C1=O,i
CCN1C(=O)[C@H]2[C@@H](c3ccc(C(F)(F)F)cc3)N[C@]3(CCCN(Cc4ccccc4)C3=O)[C@H]2C1=O,i
CN[C@H]1C[C@H]2c3[nH]c4ccccc4c3CCN2C(=O)[C@H]1[C@H](C)O,1.4%
C[C@H](CO)N1C[C@H](C)[C@@H](CN(C)C(=O)C2CC2)OCc2cnnn2CCCC1=O,0.1%
C[C@H](CO)N1C[C@H](C)[C@@H](CN(C)Cc2cccnc2)Oc2cc(-c3cccnc3)ccc2S1(=O)=O,0.3%
C[C@H]1CN([C@@H](C)CO)C(=O)c2cc(/C=C/c3ccccc3)cnc2O[C@H]1CN(C)C(=O)c1cccc(F)c1,3.1%
Cc1noc(C)c1S(=O)(=O)N(C)C[C@@H]1OCc2cnnn2CCCC(=O)N([C@@H](C)CO)C[C@H]1C,i
COc1ccc(S(=O)(=O)N(C)C[C@H]2OCCCC[C@@H](C)Oc3ccc(NC(=O)CCC(F)(F)F)cc3C(=O)N([C@H](C)CO)C[C@@H]2C)cc1,i
CCCCN(C(=O)c1cc(Cl)nc2ccccc12)c1c(N)n(CCC)c(=O)[nH]c1=O,i
C[C@H](O)[C@@H]1CN2CCc3c([nH]c4ccc(-c5ccc6c(c5)OCO6)cc34)[C@@H]2C[C@@H]1N(C)C(=O)Nc1cc(Cl)cc(Cl)c1,i
COc1cccc(NC(=O)CN2CCC(NC(=O)c3ccccc3C)CC2)c1,i
CC1C(=O)N(Cc2cn(CCC3OCCCO3)nn2)CCS(=O)(=O)N1Cc1ccc(-c2ccccc2)cc1 (centres undefined),1.8%
O=C1/C(=C/c2ccc3c(c2)OCO3)SC(=S)N1CCC(=O)N(CCO)c1ccccc1,2.5%
O=C(CSc1ccc(Cl)cc1)NC1CC1,i
O=C(Nc1ccn(CCCNCc2cccc3ccccc23)c(=O)n1)OCc1ccccc1,34.9%
O=C(OCc1cn([C@H]2CN(Cc3cccs3)[C@@H](c3ccccc3)C[C@@H]2O)nn1)c1ccccc1,i
Cc1ccc(NC(=S)/C(C#N)=C2/Nc3ccccc3S2)cc1,2.7%
CC(C)COC(=O)N(C)C[C@@H]1OCc2cnnn2CCCC(=O)N([C@@H](C)CO)C[C@H]1C,i
CC(C)NC(=O)Nc1ccc2c(c1)C(=O)N([C@H](C)CO)C[C@H](C)[C@@H](CN(C)Cc1ccc(C(F)(F)F)cc1)OCCCC[C@H](C)O2,0.9%
c1coc(-c2nc(N=C3N=c4ccccc4=N3)[nH]c2-c2ccco2)c1,i
Cc1ccc(-c2ccc(CN3C(C)C(=O)N(Cc4cn(CCC5OCCO5)nn4)CCS3(=O)=O)cc2)cc1 (centres undefined),3.6%
O=C1NCCN(CC2CCN(CCc3ccccc3)CC2)C1=O,i
C[C@@H]1CN([C@H](C)CO)C(=O)c2cc(Br)cnc2O[C@H]1CN(C)C,2.1%
C[C@H](CO)N1C[C@H](C)[C@@H](CN(C)C(=O)Nc2ccccc2)Oc2ncc(C#CC3CCCCC3)cc2C1=O,0.8%
Cc1ccc(NC(=O)CSc2nnc3ccccn23)c(Cl)c1,0.3%
CC1CCCC(C)N1C(=O)COC(=O)CNS(=O)(=O)c1ccc2ccccc2c1 (centres undefined),0.1%
CC(C)=C(NC(=O)c1ccccc1Cl)C(=O)NCCc1nc2ccccc2[nH]1,i
O=C(C1CCCCC1)N1CCC2CC1c1cc(N3CCCCC3)ccc12 (centres undefined),i
CCc1cc(CNC(=O)C2CCC(=O)N(Cc3ccccc3F)C2)on1 (centres undefined),i
CCN(CC)C(=O)C1=C(C)N(Cc2ccccc2)C(=O)C(CC(=O)NCCN2CCOCC2)C1 (centres undefined),0.3%
O=C(c1ccc(N2CCCC2=O)cc1)N1CCN(c2ccc(C(F)(F)F)cc2[N+](=O)[O-])CC1,i
COc1cc2ccc(C(=O)O)cc2cc1OC,1.4%
COc1ccc(S(=O)(=O)N2CCOCC2)cc1NC(=O)CCCSc1ccccc1,2.5%
COC(=O)C[C@H]1C[C@H]2c3cc(NS(=O)(=O)c4cccc(OC)c4)ccc3O[C@H]2[C@@H](CO)O1,4.0%
COc1ccc(C(=O)Nc2ccc3c(c2)OCCO3)c(OC)c1,4.2%
C[C@@H]1CN([C@@H](C)CO)C(=O)c2cc(Br)cnc2O[C@H]1CN(C)S(=O)(=O)c1cccs1,0.7%
C[C@H](NC(=O)c1[nH]cnc1C(=O)Nc1ccccc1F)c1ccccc1,8.2%
C[C@@H]1CCCCO[C@@H](CN(C)CC2CC2)[C@@H](C)CN([C@H](C)CO)C(=O)c2cc(N(C)C)ccc2O1,1.1%
CCCCN1C(=O)C(CC(=O)NCc2cccs2)CC(C(=O)N2CCOCC2)=C1C (centres undefined),0.3%
COc1ccc(CN2CCC[C@]3(N[C@H](c4ccc(OC)cc4)[C@@H]4C(=O)N(C)C(=O)[C@@H]43)C2=O)cc1,i
CCN(CC)C(=O)C1=C(C)N(Cc2ccc(F)cc2)C(=O)C(CC(=O)NCCCCc2ccccc2)C1 (centres undefined),i
C[C@H](CO)N1C[C@H](C)[C@@H](CN(C)S(=O)(=O)c2cccs2)OCc2cn(nn2)CCCC1=O,0.8%
C=C(C)CN1C(=O)C(C)SC1=NN=C1SCC(=O)N1C (centres undefined),i
CCN(CC)C(=O)C1=C(C)N(Cc2ccc(C(C)(C)C)cc2)C(=O)C(CC(=O)NCc2cccs2)C1 (centres undefined),4.0%
Cc1ccc(N(CC(=O)N2CCCCCC2)S(C)(=O)=O)cc1,0.3%
CC(C)(C)Cc1c(-c2ccc(Br)cc2)nc2ccc(Br)cn12,3.9%
CC(C)(C)OC(=O)N1CCN(C(=O)c2[nH]cnc2C(=O)Nc2ccccc2F)CC1,0.9%
O=C(NCc1nnnn1-c1ccc(Cl)cc1)C(=O)c1c[nH]c2ccccc12,4.0%
O=C(NCc1ccccc1CN1CCCC1)C1CCN(C(=O)c2ccc(Cl)cc2)CC1,1.5%
O=Cc1c[nH]c2ccc(S(=O)(=O)N3CCCCC3)cc12,1.3%
C[C@@H]1CN([C@H](C)CO)S(=O)(=O)c2ccc(-c3ccc(C(=O)N(C)C)cc3)cc2O[C@H]1CN(C)C(=O)Cc1ccccn1,0.2%
CC(=NNS(=O)(=O)c1ccc(C)cc1)c1ccccc1,i
Cc1cn([C@H]2C[C@H](O)[C@@H](CNCc3cc(Br)ccc3OCc3ccccc3)O2)c(=O)[nH]c1=O,1.0%
Cc1cccc(CNC(=O)C2CCC(=O)N(CC3CCCCC3)C2)c1 (centres undefined),i
C[C@@H]1CN([C@H](C)CO)C(=O)c2cc(Br)cnc2O[C@@H]1CN(C)C(=O)Cc1ccccc1,4.3%
C[C@H](CO)N1C[C@H](C)[C@@H](CN(C)S(=O)(=O)c2ccccc2C#N)OCc2cnnn2CCCC1=O,2.8%
C[C@H](CO)N1C[C@H](C)[C@@H](CN(C)C)OCc2cnnn2CCCC1=O,i
CC(C)NC(=O)N(C)C[C@@H]1OCc2cn(nn2)CCCC(=O)N([C@H](C)CO)C[C@H]1C,i
COC(=O)c1ccc2cn[nH]c2c1,i
COc1ccccc1N1CCN(C(=O)CCCCCn2c(=S)[nH]c3cc4c(cc3c2=O)OCO4)CC1,?

The list goes on:
molecule,inhibitors of VEEV
O=C(c1cccs1)N1C[C@H](n2cc(-c3ccc(F)cc3)nn2)[C@@H](O)C[C@@H]1c1ccc(Cl)cc1,2.0%
C[C@H](CO)N1C[C@H](C)[C@@H](CN(C)S(=O)(=O)c2cccc(F)c2)Oc2ncc(Br)cc2C1=O,5.5%
CC1=C(C(=O)N(C(C)C)C(C)C)CC(CC(=O)NCCN2CCOCC2)C(=O)N1Cc1ccccc1 (centres undefined),0.0%
CCOc1ccc(OCC(=O)NCCS(=O)(=O)N2CCN(c3ccccc3)CC2)cc1,2.1%
CC(C)c1csc(CN2CCC(C(=O)Nc3cccc(-c4ccco4)c3)CC2)n1,1.5%
CC(=O)NC1=NC(=O)/C(=C/c2cc(C)n(-c3cccc(C(=O)O)c3)c2C)S1,2.4%
Cc1ccccc1NC(=O)Cc1nc(COC(=O)CSc2ccc(F)cc2)cs1,1.1%
COCCn1c(SCC(=O)Nc2ccc3c(c2)OCCO3)nc2ccccc2c1=O,0.3%
CCCCN1/C(=C/c2ccc3ccccc3[n+]2CC)Sc2ccccc21,0.1%
COCCCN1C(=O)C(CC(=O)NC2CCCCC2)CC(C(=O)N(C)C)=C1C (centres undefined),i
COc1ccc(CN(C)[C@H]2C[C@H]3c4[nH]c5ccccc5c4CCN3C[C@H]2[C@H](C)O)cc1,32.2%
FC(F)(F)c1nc2nc(Cl)c(Cl)nc2n1CCCN1CCOCC1,1.4%
CCCC#Cc1cnc2c(c1)C(=O)N([C@H](C)CO)C[C@H](C)[C@@H](CN(C)C(=O)CCN1CCCCC1)O2,i
O=C(Cc1c(Cl)cccc1Cl)OCC(=O)c1ccc[nH]1,8.3%
CCCCC1CCC(C(=O)N(CCC(C)C)c2c(N)n(CCCC)c(=O)[nH]c2=O)CC1 (centres undefined),i
Cc1ccc(S(=O)(=O)N2Cc3ccccc3CC2C(N)=O)cc1 (centres undefined),0.6%
COc1cc2nc3n(c(=O)c2cc1OC)-c1cc2ccccc2cc1C(=O)NC3CC(C)C (centres undefined),0.6%
C[C@@H]1CN([C@H](C)CO)C(=O)CCCn2nncc2CO[C@@H]1CN(C)C(=O)OCc1ccccc1,1.9%
CC1(C)CC(=O)C=C(c2n[nH]nc2C2=CCCCC2)C1,2.4%
COc1ccccc1OCc1cc(C(=O)N(C)CCC2CCOCC2)no1,i
COc1ccc(S(=O)(=O)N2CCOC2CNC(=O)C(=O)NCc2ccc3c(c2)OCO3)cc1C (centres undefined),i
COc1ccc(-c2ccc3[nH]c4c(c3c2)CCN2C[C@@H]([C@H](C)O)[C@@H](N(C)C(=O)Nc3cc(Cl)cc(Cl)c3)C[C@@H]42)cc1,0.9%
COCOCCn1cc(CN2CCS(=O)(=O)N(Cc3ccc(-c4ccc(Cl)nc4)cc3)C(C(C)C)C2=O)nn1 (centres undefined),1.4%
C[C@@H]1CN([C@@H](C)CO)C(=O)CCCn2nncc2CO[C@H]1CN(C)S(=O)(=O)c1ccccc1F,i
FC(F)c1nc2nc(Cl)c(Cl)nc2[nH]1,2.2%
CCCCOc1ccc(C(=O)NCC(=O)OCCCOC(=O)CNC(=O)c2ccc(OCCCC)cc2)cc1,1.6%
CC(C)C(C(=O)O)N1C(=O)C2C3CCC(C3)C2C1=O (centres undefined),0.3%
Cc1ccc(OCC(=O)Nc2cccc(S(=O)(=O)N3CCCC3)c2)cc1C,1.5%
CCc1ncc(CO)n1Cc1cccc2ccccc12,3.6%
COc1ccc(CC(=O)N2CCN(C(=O)Cc3ccc(OC)c(OC)c3)CC2)cc1OC,1.4%
CCc1ccccc1NC(=O)C1CCN(S(=O)(=O)c2ccc(N3CCCC3=O)cc2)CC1,0.2%
Cn1c(=NN=Cc2ccccc2OCCO)sc2ccccc21,9.1%
COCCNc1nnc(SCC(=O)c2cc(C)n(C3CC3)c2C)s1,0.9%
COc1ccc(C(=O)C(C)OC(=O)C2CC3CCCC(C2)C3=O)cc1 (centres undefined),i

By substructure, the compounds so far with a Cl atom
molecule,inhibitors of VEEV
CCCCN(C(=O)c1cc(Cl)nc2ccccc12)c1c(N)n(CCC)c(=O)[nH]c1=O,i
C[C@H](O)[C@@H]1CN2CCc3c([nH]c4ccc(-c5ccc6c(c5)OCO6)cc34)[C@@H]2C[C@@H]1N(C)C(=O)Nc1cc(Cl)cc(Cl)c1,i
O=C(CSc1ccc(Cl)cc1)NC1CC1,i
Cc1ccc(NC(=O)CSc2nnc3ccccn23)c(Cl)c1,0.3%
CC(C)=C(NC(=O)c1ccccc1Cl)C(=O)NCCc1nc2ccccc2[nH]1,i
O=C(NCc1nnnn1-c1ccc(Cl)cc1)C(=O)c1c[nH]c2ccccc12,4.0%
O=C(NCc1ccccc1CN1CCCC1)C1CCN(C(=O)c2ccc(Cl)cc2)CC1,1.5%
O=C(c1cccs1)N1C[C@H](n2cc(-c3ccc(F)cc3)nn2)[C@@H](O)C[C@@H]1c1ccc(Cl)cc1,2.0%
FC(F)(F)c1nc2nc(Cl)c(Cl)nc2n1CCCN1CCOCC1,1.4%
O=C(Cc1c(Cl)cccc1Cl)OCC(=O)c1ccc[nH]1,8.3%
COc1ccc(-c2ccc3[nH]c4c(c3c2)CCN2C[C@@H]([C@H](C)O)[C@@H](N(C)C(=O)Nc3cc(Cl)cc(Cl)c3)C[C@@H]42)cc1,0.9%
COCOCCn1cc(CN2CCS(=O)(=O)N(Cc3ccc(-c4ccc(Cl)nc4)cc3)C(C(C)C)C2=O)nn1 (centres undefined),1.4%
FC(F)c1nc2nc(Cl)c(Cl)nc2[nH]1,2.2%

This is a subset, so the mix of outcomes need not match the whole.
